# Assay outcomes: PubChem BioAssay, The Scripps Research Institute Molecular Screening Center
# ZTA DNA inh: ZTA (EBV) inhibition in EBNA-1 counter-screen; inhibition, % at 11 µM; P03206; ZTA-DNA binding, fluorescence polarization; hit rate 0.15% among 320,000; AID 2234; in the data active means inhibition above about 33%
# Target sequence (P03206 whole entry, looked up): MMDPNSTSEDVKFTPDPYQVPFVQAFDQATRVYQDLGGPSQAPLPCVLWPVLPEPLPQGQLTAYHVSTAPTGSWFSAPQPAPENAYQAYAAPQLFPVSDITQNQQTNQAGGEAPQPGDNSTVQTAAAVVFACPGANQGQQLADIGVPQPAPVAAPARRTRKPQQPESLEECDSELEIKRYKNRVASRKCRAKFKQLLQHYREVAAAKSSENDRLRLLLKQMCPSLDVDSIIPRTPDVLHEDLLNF
# PREPL inhibitor: PREPL enzyme inhibitors, primary screen, biochemical, fluorescence polarization; recombinant PREPL, fluorescence polarization activity-based probe; AID 2751, 2010; hit rate 0.68% among 320,000; inhibition, % at 5.96 µM; Prolyl endopeptidase-like (Homo sapiens), Q4J6C6; in the data active means inhibition above about 43%;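 further: 0% = enzyme with DMSO and 100% = wells lacking enzyme; many of its hits are not listed in these tables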
# LYPLA1 inh: LYPLA1 inhibitors, primary screen, counter-screen for PME1 inhibitor project, biochemical, fluorescence polarization, FP-Rh probe ABPP | recombinant LYPLA1 | inhibition, % at 5.9 µM | hit rate 0.16% among 320,000;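 active means inhibition above the mean of all tested compounds plus 3 SD, set per campaign, cut at about 14% in these data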;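 further: inhibitors block serine hydrolase probe labeling of LYPLA1 so polarization falls; 0% = enzyme with DMSO and 100% = wells lacking LYPLA1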
# Target sequence (O75608 whole entry, looked up): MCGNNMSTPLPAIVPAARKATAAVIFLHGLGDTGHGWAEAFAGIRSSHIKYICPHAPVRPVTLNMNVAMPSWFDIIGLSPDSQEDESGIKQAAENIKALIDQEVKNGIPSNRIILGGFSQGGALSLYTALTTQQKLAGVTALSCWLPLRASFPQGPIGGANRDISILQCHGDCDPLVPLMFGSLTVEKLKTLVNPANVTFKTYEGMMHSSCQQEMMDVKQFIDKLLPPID
# PAFAH2 inh: PAFAH2 enzyme inhibitors, primary screen, biochemical, fluorescence polarization, human; Platelet-activating factor acetylhydrolase 2, cytoplasmic (Homo sapiens), Q99487; recombinant PAFAH2, FP-rhodamine activity probe; inhibition, % at 3.39 µM; hit rate 0.99% among 340,000;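 active means inhibition above the mean over all tested compounds plus 3 SD, cut at about 30% in these data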;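 further: inhibitors block probe labeling of enzyme so polarization drops; 0% = enzyme with DMSO and 100% = wells lacking PAFAH2 protein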
# EBNA-1 inh: EBNA-1 DNA-binding inhibitors, primary screen, biochemical, fluorescence polarization; inhibition, % at 14.8 µM; hit rate 0.34% among 300,000; AID 1950, 2009; in the data active means inhibition above about 28%
# PAFAH1B2 FP inh: PAFAH1B2 enzyme inhibitors, primary screen, biochemical, fluorescence polarization, human. Platelet-activating factor acetylhydrolase IB subunit alpha2 (Homo sapiens), P68402. recombinant PAFAH1B2, FP-rhodamine activity probe. inhibition, % at 3.39 µM. hit rate 1.2% among 340,000. AID 492953, 2010;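 active means inhibition above the mean of all tested compounds plus 3 SD, cut at about 24% in these data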;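 further: 0% = enzyme with DMSO and 100% = wells lacking PAFAH1B2; many of its hits are not listed in these tables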
# pPAFAH FP inh: pPAFAH enzyme inhibitors, primary screen, biochemical, fluorescence polarization, human. Platelet-activating factor acetylhydrolase (Homo sapiens), Q13093. recombinant pPAFAH, FP-rhodamine probe fluorescence polarization. inhibition, % at 3.39 µM. hit rate 1.5% among 330,000. AID 463082, 2010;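 active means inhibition above the mean inhibition across the screen plus 3 SD, cut at about 25% in these data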;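 further: inhibitors block binding of the rhodamine activity-based probe so polarization drops; 0% = enzyme with DMSO and 100% = wells lacking pPAFAH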
# Target sequence (Q13093 whole entry, looked up): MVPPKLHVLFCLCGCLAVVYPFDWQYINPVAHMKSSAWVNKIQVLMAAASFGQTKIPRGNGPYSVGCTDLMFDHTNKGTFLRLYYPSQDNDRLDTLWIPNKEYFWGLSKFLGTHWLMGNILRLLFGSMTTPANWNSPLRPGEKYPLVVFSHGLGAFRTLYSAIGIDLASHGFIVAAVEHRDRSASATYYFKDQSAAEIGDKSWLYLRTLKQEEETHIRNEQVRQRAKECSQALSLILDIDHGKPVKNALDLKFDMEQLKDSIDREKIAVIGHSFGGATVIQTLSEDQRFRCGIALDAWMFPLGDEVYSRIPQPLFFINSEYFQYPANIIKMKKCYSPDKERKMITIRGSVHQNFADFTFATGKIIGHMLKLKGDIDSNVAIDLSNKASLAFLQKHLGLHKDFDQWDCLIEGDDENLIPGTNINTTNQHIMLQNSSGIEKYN
# LYPLA2 counter: LYPLA2 inhibitors, primary screen, counter-screen for PME1 inhibitor project, biochemical, fluorescence polarization, FP-Rh probe ABPP; Acyl-protein thioesterase 2 (Homo sapiens), O95372; recombinant LYPLA2; inhibition, % at 5.9 µM; hit rate 0.38% among 320,000; AID 2177, 2009;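 active means inhibition above the screen-wide mean plus 3 SD, limit set per campaign, cut at about 26% in these data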;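 further: 0% = LYPLA2 with DMSO and 100% = wells lacking LYPLA2 enzyme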
# PAFAH1B3 FP inh: PAFAH1B3 enzyme inhibitors, primary screen, biochemical, fluorescence polarization, human | Platelet-activating factor acetylhydrolase IB subunit alpha1 (Homo sapiens), Q15102 | recombinant PAFAH1B3, FP-rhodamine probe | inhibition, % at 3.39 µM | hit rate 0.28% among 340,000 | AID 492972, 2010;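 active means inhibition above the screen-wide average of all tested compounds plus 3 SD, cut at about 25% in these data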;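 further: 0% = enzyme with DMSO only and 100% = wells lacking PAFAH1B3 protein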
# An asterisk follows results filed as active; / = no result given.
SMILES	LYPLA1 inh	PAFAH2 inh	EBNA-1 inh	ZTA DNA inh	PAFAH1B2 FP inh	pPAFAH FP inh	PAFAH1B3 FP inh	PREPL inhibitor	LYPLA2 counter
COc1cc(NC(=O)c2ccc(-c3cccc([N+](=O)[O-])c3)o2)ccc1NC(=O)C(C)C	0	-13	1	-17	-13	5	0	15	-2
Cc1nn(CCCC(=O)NCCc2ccc(Cl)cc2)c(=O)c2nn(-c3ccccc3)c(C)c12	1	-2	0	11	9	8	9	8	4
COc1ccc(C(=O)C(CCC(CNC(C)(C)C)C(=O)c2ccc(OC)cc2)CNC(C)(C)C)cc1 (configuration not stated)	-2	-2	8	6	5	3	12	-27	-1
CC1CN(C(=O)c2cccc(S(=O)(=O)NCc3ccccc3)c2)CC(C)O1 (configuration not stated)	0	1	/	-14	1	-4	9	18	-2
CSc1nsc(SCC(=O)N2CCN(c3ccccc3)CC2)n1	2	1	-10	14	2	1	4	-9	0
Cn1c(Cn2c(=O)sc3ccccc32)nnc1SCc1ccccn1	1	-1	-4	9	4	-4	4	8	3
Cc1cccc(C(=O)NC2CCN(C(=O)Nc3ccc(F)cc3)CC2)c1	-1	-9	3	0	2	2	10	0	1
CCc1ccc(N(C(=O)c2csnn2)C(C(=O)NC(C)(C)CC)c2ccccn2)cc1 (configuration not stated)	2	5	3	8	1	-4	4	10	-2
CC(C)(Cc1ccccc1)NC(=O)C(=O)c1cn(CC(=O)N2CCOCC2)c2ccccc12	-1	-4	1	-1	2	-4	1	1	-1
Cc1ccccc1Nc1nnc(SCc2cc([N+](=O)[O-])cc3c2OCOC3)s1	-3	-5	9	6	1	8	4	-4	-7
COc1ccc([N+](=O)[O-])cc1NS(=O)(=O)Cc1ccccc1	1	0	-2	1	2	22	14	-4	3
CCSc1nc(N2CCOCC2)c2c(c1C#N)CC(C)(C)N(C)C2	-2	-2	-5	-3	0	0	6	-2	-7
COc1ccccc1C(=O)N1CC2(C)CC1CC(C)(C)C2 (configuration not stated)	-3	-3	-6	5	12	4	4	6	-2
CC(C)C(=O)NC(NC(=S)Nc1ccc(S(N)(=O)=O)cc1)C(Cl)(Cl)Cl (configuration not stated)	0	-1	-3	4	3	-5	0	-5	-2
CCn1cc(C(=O)OCC(=O)N2C(C)CCCC2C)c(=O)c2ccc(C)nc21 (configuration not stated)	-7	16	12	-5	5	-1	8	5	-1
Cc1cc(=O)oc2cc(OCC3CC(c4ccc(Cl)cc4)=NO3)ccc12 (configuration not stated)	3	-3	18	10	0	4	5	-23	19
Fc1ccc(N=Cc2ccc[nH]2)cc1	2	11	-10	0	-3	2	3	-1	-6
c1ccc(-c2nc(NCC3CCCO3)c3oc4ccccc4c3n2)cc1 (configuration not stated)	-10	-10	-13	9	1	-9	0	2	-17
Cc1ccccc1CS(=O)(=O)c1nnc([C@H](Cc2ccccc2)NC(=O)OC(C)(C)C)o1	-2	4	8	12	5	0	-7	5	-1
O=c1c2ccccc2ncn1-c1ccc([N+](=O)[O-])cc1[N+](=O)[O-]	-1	-1	-4	-14	6	2	5	14	8
CCOC(=O)CSc1ccc(S(=O)(=O)N(C)C2CCCCC2)cc1[N+](=O)[O-]	2	6	0	-2	2	6	7	-7	-4
CCc1ccc(OCCOCC(O)CNC2CCCC2)cc1 (configuration not stated)	-1	-1	-8	-8	3	1	-7	28	-5
Nc1nncn1C(=O)CCCN1C(=O)c2ccccc2C1=O	2	9	3	-5	2	3	-6	10	2
COc1ccc(NC(=O)CSc2nnc(-c3cccs3)n2Cc2ccco2)cc1OC	-5	11	2	-6	3	8	3	3	0
CC(=O)c1nn(-c2ccc(Br)cc2)cc1C(=O)c1ccccc1	0	2	-3	21	0	8	0	-3	3

# Going on with the list:
SMILES	LYPLA1 inh	PAFAH2 inh	EBNA-1 inh	ZTA DNA inh	PAFAH1B2 FP inh	pPAFAH FP inh	PAFAH1B3 FP inh	PREPL inhibitor	LYPLA2 counter
COc1ccc(-c2oc3ccccc3c2C(=O)OCc2ccccc2OC)cc1	4	-7	7	-4	-14	-7	-7	7	2
Cc1cccc(N2C(=S)N=C(Nc3c(C)cccc3C)C23CCOC(C)(C)C3)c1 (configuration not stated)	-2	1	-22	0	3	-1	7	12	-8
Cc1cc(O)c(C=O)c2c1C(=O)Oc1c(CO)c(O)c3c(c1O2)C(O)OC3=O (configuration not stated)	-4	48*	23	97*	3	89*	33*	45*	2
Cc1nn(-c2ccccc2)c(OC(=O)c2cccs2)c1S(=O)(=O)c1ccccc1	-1	-9	3	17	1	-6	1	-8	1
CC(C)CC(=O)N=C1SC2CS(=O)(=O)CC2N1Cc1ccccc1 (configuration not stated)	2	3	-5	4	-3	5	4	-6	8
Cc1ccc(CN(C)C(=O)c2ccccc2Oc2ccccc2)o1	-2	1	-7	-5	4	3	4	6	-1
CCOC(=O)c1c(NC(=O)c2ccc(S(=O)(=O)N3CCOCC3)cc2)sc2c1CCN(C(C)C)C2	1	-5	-12	8	2	1	2	2	7
COC(=O)c1ccc(N2CCC(c3cc(-c4ccc(OC)cc4)n[nH]3)CC2)c([N+](=O)[O-])c1	-11	-9	11	-1	-2	-1	-1	28	26*
COc1ccc(-c2cc(C3CC3)nc(N)c2C#N)cc1	1	1	-12	0	4	11	1	-6	3
O=C(Oc1ccccc1Cl)c1ccc2c(=O)n3c(nc2c1)CCC3	-9	-5	-10	-13	-2	-4	-8	-5	-14
CC1CCc2nn(CC(=O)NCCC3=CCCCC3)cc2C1 (configuration not stated)	3	2	7	-4	2	3	4	-1	-3
COCCN1CCN(Cc2cn(C)nc2-c2ccc(Oc3ccccc3)cc2)CC1	1	-1	0	-4	-1	4	11	19	2
Cc1cc(C(=O)COC(=O)c2n[nH]c3ccccc23)c(C)n1C	1	2	0	-3	7	6	5	4	6
Cc1noc(C)c1C(=O)Nc1ccc(Cl)cc1C(F)(F)F	-1	0	-9	15	-3	-8	0	0	-1
CCOc1ccccc1C(=O)Nc1cc(C)ccc1NC(=O)c1ccco1	-1	1	-3	-13	8	3	11	-1	17
CCc1cc(C(=O)O)c(NC(=O)/C=C/c2ccc(OC)c(OC)c2)s1	-3	9	-5	8	25*	19	6	9	6
CCOc1ccc2nc(NS(=O)(=O)c3ccc(NC(C)=O)cc3)sc2c1	-4	6	-4	-12	4	11	6	-5	-3
Cn1c(=O)cc(OCCCC(=O)NCc2ccco2)c2ccccc21	6	-4	-11	-9	-3	3	6	8	-1
Cc1cccc(NC(=O)c2cnc3sccn3c2=O)n1	1	-11	4	9	3	-9	-4	3	-2
Cc1ccc(CN2CCN(/N=C/c3cc(Br)ccc3O)CC2)cc1	1	-12	-5	-12	1	-1	4	6	-1
CCOC(=O)N1CCC(c2cc(=O)n3[nH]ccc3n2)CC1	1	-5	9	-4	0	-3	3	-1	-1
Nc1nc(NCCCN2CCOCC2)nc(Nc2ccc(Cl)cc2)c1[N+](=O)[O-]	4	/	1	2	/	9	/	-2	9
Cc1noc(C)c1CC(=O)NC1CC(C)(C)Cc2c1cnn2-c1ccccc1 (configuration not stated)	1	1	3	0	0	4	7	-3	1
CC(C)CCn1c(SCc2ccc(Cl)cc2)nc2c1c(=O)[nH]c(=O)n2C	1	1	-6	-7	6	-9	4	38	1
Cc1nc(C)n(CCNS(=O)(=O)c2ccc(C)c(C)c2)n1	-6	12	14	5	3	9	10	-7	-2

# (list continues)
SMILES	LYPLA1 inh	PAFAH2 inh	EBNA-1 inh	ZTA DNA inh	PAFAH1B2 FP inh	pPAFAH FP inh	PAFAH1B3 FP inh	PREPL inhibitor	LYPLA2 counter
C=CCN(c1ccccc1)S(=O)(=O)c1cccc(C(=O)Nc2ncccc2C)c1	2	6	-8	-2	4	6	-2	-3	-1
O=C(Nc1cccc(-c2nc3ccccc3o2)c1)c1ccc(N2C(=O)C3C4C=CC(C4)C3C2=O)cc1 (configuration not stated)	0	-1	11	-16	-3	0	1	-4	0
Cc1ccc(S(=O)(=O)N2CCC(=O)N(C(COCc3ccccc3)Cc3ccccc3)CC2)cc1 (configuration not stated)	-1	8	-3	-8	19	-1	1	23	-3
CCOC(=O)CNC(c1ccccc1)c1cc(Br)ccc1NC(=O)OCC (configuration not stated)	2	-2	-5	2	3	-2	6	14	2
C=CCNC(=O)C1CCCN(S(C)(=O)=O)C1 (configuration not stated)	-1	-3	-5	1	0	4	2	3	-5
Cc1noc(NS(=O)(=O)c2ccc(NC(=O)CCCOc3ccc(Cl)cc3Cl)cc2)c1C	6	-4	3	2	3	-8	5	19	12
CCN1CCN(C(=O)CSc2nc(N)cc(N)n2)CC1	-2	4	-2	7	2	0	7	5	-3
CC(=O)N1c2ccccc2C2CCCC[C@@H]21 (some centres not stated)	3	-1	/	-21	16	4	13	5	-1
Cc1ccc(S(=O)(=O)N2CCN(C(=O)c3c(-c4ccccc4)noc3C)CC2)cc1	1	5	-8	6	15	0	-7	17	3
CCn1c(C)nc([N+](=O)[O-])c1Sc1ccc(F)cc1	0	-2	-3	-16	10	-5	2	-10	2
Cc1ccc(-n2c(-c3cccc(C)c3)n[nH]c2=S)cc1	1	5	7	5	5	4	3	1	7
COc1ccc(N2CCN(c3oc(-c4ccc(OC)c(OC)c4)nc3C#N)CC2)cc1	11	0	9	10	1	1	5	20	18
COC(=O)c1sc2cc(C(F)(F)F)cnc2c1-c1ccccn1	2	1	8	9	-3	9	7	-2	-2
COc1ccc(/C=C(/NC(=O)c2ccccc2OC)C(=O)Nc2ccc(C(=O)O)cc2)cc1	2	0	9	3	-4	1	9	-3	-2
Cc1ccc(N2C(=O)CC(N3CCc4ccccc43)C2=O)cc1Cl (configuration not stated)	4	-2	-3	-10	1	5	2	15	7
c1cc(-n2cnnn2)ccc1NC1=NCCC1	-4	-1	-19	-13	3	0	4	22	-2
Cc1cc([N+](=O)[O-])nn1CC(=O)Nc1ccccn1	4	-6	6	-4	6	17	12	8	3
Cc1ccc(NC(=O)Nc2nc3ccccc3s2)cc1NC(=O)Nc1nc2ccccc2s1	-6	-42	-4	-3	-12	-10	-27	3	-18
O=C(Nc1ncccn1)c1ccc([N+](=O)[O-])cc1	-3	0	-2	-24	4	2	0	-9	1
O=C(COc1ccc([N+](=O)[O-])cc1Cl)NCC1CCCO1 (configuration not stated)	4	-5	18	9	1	0	4	37	2
CCc1cccc2cc3c(N)c(C(=O)Nc4ccc(S(=O)(=O)N5CCCC5)cc4)sc3nc12	-8	0	-2	-5	2	21	8	1	14
O=C(NCCO)Nc1ccc2nc(-c3ccco3)c(-c3ccco3)nc2c1	-7	/	23	42*	/	72*	/	42	4

# Sorted by number of heavy atoms (high to low): part of the list above.
SMILES	LYPLA1 inh	PAFAH2 inh	EBNA-1 inh	ZTA DNA inh	PAFAH1B2 FP inh	pPAFAH FP inh	PAFAH1B3 FP inh	PREPL inhibitor	LYPLA2 counter
COc1ccc(/C=C(/NC(=O)c2ccccc2OC)C(=O)Nc2ccc(C(=O)O)cc2)cc1	2	0	9	3	-4	1	9	-3	-2
Cc1noc(NS(=O)(=O)c2ccc(NC(=O)CCCOc3ccc(Cl)cc3Cl)cc2)c1C	6	-4	3	2	3	-8	5	19	12
COc1ccc(N2CCN(c3oc(-c4ccc(OC)c(OC)c4)nc3C#N)CC2)cc1	11	0	9	10	1	1	5	20	18

# Not all compounds are listed; count on the stated rates, not on these rows.
